SENP1 inh: SENP1 (human) catalytic domain inhibition; Q9P0U3; recombinant SENP1 catalytic domain, CyPet-SUMO1-YPet FRET cleavage; inhibition, % at 10 µM; actives 0.21% (n = 360,000); AID 624204;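 active = inhibition at least 30% at 10 µM, raw YFP signal under a set limit, fluorescence ratio 0.5 to 1.5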;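 note: 0% = enzyme with DMSO and 100% = no enzyme wells; some results filed as inactive read as strong as hits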
Target sequence (Q9P0U3 419-644 limits assumed): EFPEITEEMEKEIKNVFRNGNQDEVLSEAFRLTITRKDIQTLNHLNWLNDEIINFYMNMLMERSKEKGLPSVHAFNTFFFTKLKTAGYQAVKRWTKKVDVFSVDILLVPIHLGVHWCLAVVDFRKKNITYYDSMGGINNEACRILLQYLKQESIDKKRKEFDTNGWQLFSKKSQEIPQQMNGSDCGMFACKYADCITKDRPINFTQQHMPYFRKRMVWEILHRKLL
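Material – human SENP1 catalytic domain · Input – SENP1 enzyme, 20 pM final · Compound dosing – single concentration of 10 µM compound, 0.5% DMSO final · Timing – enzyme reaction for 50 min at room temperature, dark · Measured by – FRET fluorescence in CFP and YFP emission channels · Control set – no-enzyme wells low, DMSO-plus-enzyme wells high control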
SENP8 inh: blocks human SENP8 cleavage of Nedd8 substrate; Q96LD8; recombinant SENP8, Nedd8 substrate fluorescence; inhibition, % at 20 µM; actives 0.64% (n = 360,000); in the data active = inhibition mostly above about 40%, no sharp cut-off; inactive = mostly below about 27%
Target sequence (Q96LD8 whole entry, looked up): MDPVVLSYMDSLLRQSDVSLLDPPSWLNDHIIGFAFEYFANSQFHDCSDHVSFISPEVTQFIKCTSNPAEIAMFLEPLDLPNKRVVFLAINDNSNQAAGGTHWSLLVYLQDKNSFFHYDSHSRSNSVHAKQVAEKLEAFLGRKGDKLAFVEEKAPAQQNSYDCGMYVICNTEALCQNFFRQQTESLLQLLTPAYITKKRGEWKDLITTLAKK
* hit, by the source's call; i = inactive. This is a subset; rates above refer to the full screens.

SMILES | SENP1 inh | SENP8 inh
Cc1cc(F)ccc1C(O)c1ncc(-c2ccccc2Cl)[nH]1 (stereo unspecified) | 1 | 11
CC(C)Oc1cc(F)ccc1-c1cc(C(=O)Nc2cccc(Cl)c2)[nH]n1 | 2 | 7
Nc1sc2c(c1C(=O)NCCc1ccccc1)CCCC2 | -7 | -52
Cc1ccc(CN2C(=O)CSCC2(C)C(=O)Nc2c(C)cccc2C)cc1 (stereo unspecified) | -3 | 15
O=C1OCCOC2CCCc3oc(C4=CCCCC4)c1c32 (stereo unspecified) | 0 | -72
COc1ccc(C(C)=O)cc1CN1C(=O)C(C)ON=C1c1cccc(C(F)(F)F)c1 (stereo unspecified) | 1 | 9
CO[C@H]1CN(C)C(=O)c2ccc(NC(=O)C3CCC3)cc2OC[C@H](C)N(Cc2ccc(F)cc2)C[C@@H]1C | 1 | 15
O=C(Nc1ccc(Cl)cc1)c1csc([C@@H]2O[C@H](CO)[C@@H](O)[C@H]2O)n1 | -1 | 5
Cn1c(=O)c2cc(NC(=O)NCCc3cccs3)ccc2n1Cc1ccccc1 | 7 | -499
CC1(c2nnnn2-c2ccc3c(c2)OCCO3)CCC(=O)N1Cc1cccc(C(F)(F)F)c1 (stereo unspecified) | 7 | 14
CCOc1ccc2nc(S(=O)(=O)NC(=O)C3(C)CCN3C(=O)c3cccc(F)c3)sc2c1 (stereo unspecified) | 0 | 8
O=C1CCCN1CCCNc1nc(NCc2ccccc2)nc2ccsc12 | 0 | -8
O=C(Nc1ccc2c(c1)OCCO2)C(CCc1ccccc1)N(Cc1ccccc1)Cc1ccccc1 (stereo unspecified) | 2 | 4
CC(=O)Nc1cnc(-c2cc(C)c(O)c(C)c2)cn1 | -2 | i
COc1ccccc1CNc1nc(NCCN2CCNC2=O)c2sccc2n1 | 2 | -11
NC(Cc1ccc(C(F)(F)F)cc1)c1csc(NC(=O)Nc2ccccc2Cl)n1 (stereo unspecified) | -5 | 10
CC1(C(=O)NS(=O)(=O)c2cccc(F)c2)CCN1C(=O)Cc1ccc(-c2ccccc2)cc1 (stereo unspecified) | -1 | 11
COc1ccc(CN2C(=O)CN(S(C)(=O)=O)CC2(C)C(=O)Nc2c(C)cccc2C)cc1OC (stereo unspecified) | 0 | 11
Cc1cnc(-c2nc3ccccc3n2C(C(=O)Nc2c(C)cccc2C)C2CC2)cn1 (stereo unspecified) | 2 | -392
O=C(c1ccc(=O)[nH]c1)N(c1ccccc1)C(CCc1ccccc1)c1nc2ccccc2[nH]1 (stereo unspecified) | -68 | -12
CCc1ccc2cc(F)cc(F)c2n1 | 1 | 14
CCCCCCCCN1C(=O)[C@H](CC(=O)NCC2CCCCC2)C[C@@]2(C(=O)OC)CC(C)(C)CC=C12 | 3 | 16
CCCCNC(=O)c1nc(-c2cnccn2)oc1-c1ccc(Cl)cc1 | -1 | -393
O=S1(=O)CC(N2CCN(Cc3ccccc3F)CC2)CN1Cc1cn(Cc2ccc(F)cc2)nn1 (stereo unspecified) | 1 | 16
CCc1nc2c(OCCOc3ccccc3)cccn2c1N(C)C(=O)c1ccc(OC)cc1 | -2 | 6
OC1c2c(F)cccc2N=C2CCCCCN21 (stereo unspecified) | 1 | -381
CCc1nc2ccc(C(=O)N3CCN(c4ccccc4)CC3)cn2c1N(C)CCCc1ccccc1 | -17 | 2
COC(=O)[C@@]12C[C@@H](CC(=O)NCCc3ccccc3OC)C(=O)N(Cc3ccco3)C1=CCC(C)(C)C2 | 1 | 14
CC1(C(=O)NS(=O)(=O)c2ccc3ccccc3c2)CCN1C(=O)C1(c2ccc(Cl)cc2)CCC1 (stereo unspecified) | 2 | 18
COc1cccc(-c2cnc3c(NC(C)=O)cc(-c4ccccc4OC)cn23)c1 | -12 | -382
CC1(C(=O)Nc2cccc3c2CCCC3)CCN1C(=O)CCc1ccc(Cl)cc1Cl (stereo unspecified) | -1 | 10
CC(C)(C)n1nnnc1C(c1ccccc1)N1CCN(CCN2CCOCC2)CC1 (stereo unspecified) | 1 | 5
O=C(NS(=O)(=O)c1ccc2ccc(S(=O)(=O)NCCSc3ccccc3)cc2c1)c1cccc2ccccc12 | 2 | 4
CCCNC(=O)C1(C)CCN1C(=O)Cc1ccc(C(C)C)cc1 (stereo unspecified) | -1 | 13
CC(C)(C)c1ccc(CC(=O)N2CCC2(C)C(=O)NS(=O)(=O)c2ccc3c(c2)CCO3)cc1 (stereo unspecified) | 0 | 1
Cc1ccccc1CN1C(=O)CN(S(C)(=O)=O)CC1(C)C(=O)NC(C)C (stereo unspecified) | -7 | 7
CCOC(=O)c1cc2c(c(-c3cccc(-c4cc5ccccc5o4)c3)n1)[C@@H](CCO)N(S(=O)C(C)(C)C)C2 (stereo partly specified) | -11 | -12
CC(C)CC(NC(=O)OCc1ccccc1)C(=O)NC(Cc1c[nH]c2ccccc12)C(=O)O (stereo unspecified) | 2 | 0
CC1(C(=O)NS(=O)(=O)Cc2cccc(Cl)c2)CCN1C(=O)CCc1cccs1 (stereo unspecified) | 2 | 7
O=[N+]([O-])c1nccn1CCCCCCCCCCCN1CCOCC1 | -2 | 24

Nothing new here: an excerpt of the list.
SMILES | SENP1 inh | SENP8 inh
CCc1ccc2cc(F)cc(F)c2n1 | 1 | 14
CCCCCCCCN1C(=O)[C@H](CC(=O)NCC2CCCCC2)C[C@@]2(C(=O)OC)CC(C)(C)CC=C12 | 3 | 16
CCCCNC(=O)c1nc(-c2cnccn2)oc1-c1ccc(Cl)cc1 | -1 | -393
O=S1(=O)CC(N2CCN(Cc3ccccc3F)CC2)CN1Cc1cn(Cc2ccc(F)cc2)nn1 (stereo unspecified) | 1 | 16

Next compounds follow:
SMILES | SENP1 inh | SENP8 inh
COc1cccc(Cn2c3ccc(NC(=O)Cc4cc(OC)ccc4OC)cc3c(=O)n2C)c1 | 3 | i
O=C(O)c1cc2c(ncc3c(=O)n(-c4ccccc4)[nH]c32)s1 | 9 | -33
CCCNC(=O)c1cc(C2CCCCN2S(=O)(=O)c2ccccc2)on1 (stereo unspecified) | 3 | 6
Cc1cccc(C)c1NC(=O)C1(C)CCC(=O)N1C1CC1 (stereo unspecified) | 2 | 15
O=C(Nc1ccc2c(c1)OCCO2)C(c1ccccc1)n1c(=O)c(-c2cc3ccccc3[nH]2)nc2ccccc21 (stereo unspecified) | -18 | -402
CN1CCCCC1(C)C(=O)NCc1ccc(F)cc1 (stereo unspecified) | 0 | -4
C#CCNC(=O)c1ccc2sc([C@H]3C[C@H](O)[C@@H](CO)O3)nc2c1 | 2 | 15
Cc1ccccc1-c1cnc(C(O)c2ccc(Cl)cc2)[nH]1 (stereo unspecified) | 0 | 19
CN(Cc1ccccc1)N=Nc1nc[nH]c1C(N)=O | 2 | 23
COCCCNC(=O)[C@H](Cc1ccccc1)NC(=O)CC[C@H]1O[C@@H](n2ccc(=O)[nH]c2=O)[C@H](O)[C@@H]1O | 0 | 15
COc1ccc(NC(=O)c2cc(C3CCCCN3S(=O)(=O)Cc3ccccc3)on2)c(C)c1 (stereo unspecified) | 0 | 31
CC(=O)Nc1cc(-c2cccc(F)c2)cn2c(-c3ccc(S(C)(=O)=O)cc3)cnc12 | -13 | -476
CCOc1ccc(CCN2C(=S)N([C@@H](Cc3ccc(O)cc3)CN3CCC[C@@H]3CN3C(=S)NC[C@@H]3Cc3ccc(O)cc3)C[C@@H]2Cc2ccc(O)cc2)cc1 | -2 | 13
Cc1cc2nc(-c3ccc(F)cc3)c(Cc3ccccc3)n2c(C)c1Br | 4 | 19
COc1ccccc1CNc1nc(Oc2cccc(F)c2)c2sccc2n1 | 1 | -186
C[C@H]1COc2cccc(N3CCN(Cc4ccccc4F)CC3)c2S(=O)(=O)N1 | 2 | -5
COC(=O)c1ccc2nc(C3CCCCC3)c(Cc3ccc(OC)cc3C)n2c1 | -3 | -36
COC(=O)c1ccc2nc(-c3ccc(F)cc3)c(Cc3ccsc3)n2c1 | -14 | -369
COc1ccc(S(=O)(=O)NC(=O)C2(C)CCN2C(=O)c2cccc(F)c2)cc1 (stereo unspecified) | 2 | 9
CC(C)(C)NC(=O)C(c1ccccc1F)n1c(=O)c(-c2ccccc2)nc2ccccc21 (stereo unspecified) | 0 | -411
CCOC(=O)C1CCCN(C(=O)c2ccc(SC(F)(F)F)cc2)CC1 (stereo unspecified) | 1 | 10
O=C(Nc1ccc(Cl)cc1)C1Cc2c(-c3ccc4c(c3)OCO4)ccnc2O1 (stereo unspecified) | -1 | -82
O=C(Nc1nnc([C@@H]2C[C@H](O)[C@@H](CO)O2)s1)Nc1cccc2c1CCCC2 | -2 | 4
O=C(NCCc1ccc(O)cc1)c1[nH]c(C(F)(F)F)nc1-c1ccccc1 | 4 | 18
CCC(=O)N[C@@H]1CC[C@@H](CCNC(=O)Nc2ccc(F)cc2)O[C@@H]1CO | 2 | 17
Cc1cnc(CNC(=O)c2csc([C@@H]3C[C@H](O)[C@@H](CO)O3)n2)cn1 | 2 | 15
O=C(NCc1ccccc1Cl)c1ccc2nc([C@H]3C[C@H](O)[C@@H](CO)O3)[nH]c2c1 | 0 | 4
COc1cccc(CNc2nc3cc(-c4ccc(OC)cc4C)sc3c(=O)n2C)c1 | 1 | -34
ClC(Cl)(Cl)C1=NCc2nnn(Cc3ccccc3)c2N1 | -1 | 8
NC(Cc1ccccc1)c1csc(NC(=O)c2cccc(OC(F)(F)F)c2)n1 (stereo unspecified) | -3 | -4
COc1cccc(NC(=O)C2(C)CCCN2C(=O)C(C)C)c1 (stereo unspecified) | -1 | 23
CC1(C(=O)NS(=O)(=O)C2CC2)CCCN(C(=O)COCc2ccccc2)C1 (stereo unspecified) | 0 | 21
CCOC(=O)C(=O)N(C)c1c(CC)nc2c(OCc3cccc(OC)c3)cccn12 | 0 | 27
O=NN(C(=O)NCc1cccnc1)C1CCCCC1 | 0 | -3
OCCNc1ncnc2c1ncn2[C@H]1CN(Cc2ccc(-c3ccccc3)cc2)C[C@@H](CO)O1 | -3 | 15
O=C(C[C@H]1CC[C@@H]2[C@H](COC[C@H](O)CN2C(=O)c2cnccn2)O1)NCc1ccc(Cl)cc1 | 0 | 27
OC(c1cccc(Cl)c1)c1nc(/C=C/c2ccccc2)cs1 (stereo unspecified) | 1 | 20
Cc1ccc(S(=O)(=O)N2[C@H](CC(=O)c3ccccc3)OC[C@@H]2C(C)C)cc1 | 4 | 16
COCCNC(=O)C1CCCN(C(=O)c2cncc(Br)c2)CC1 (stereo unspecified) | 0 | 13
CCCCCNC(=O)C(c1ccnc2ccccc12)n1c(=O)c(-c2ccccc2)nc2ccccc21 (stereo unspecified) | -2 | -374
CCOC(=O)[C@]12CCCC=C1N(Cc1ccccc1)C(=O)[C@H](CC(=O)NCC13CC4CC(CC(C4)C1)C3)C2 | 1 | 22
CCOC(=O)[C@]12CCC=C1N(CCC1=CCCCC1)C(=O)[C@H](CC(=O)NCCCCc1ccccc1)C2 | -3 | 8
O=C(NCc1cccs1)c1csc([C@@H]2O[C@H](CO)[C@H](O)[C@H](O)[C@H]2O)n1 | 3 | 24
CC(C)C[C@H]1CN(CCCC[C@H]2CNC(=O)C(=O)N2CCC2CCCCC2)C(=O)C(=O)N1CC1CCCCC1 | 0 | 14
Cc1cc(Br)cn2c(Cc3ccccc3C(F)(F)F)c(C3CCCCC3)nc12 | 0 | 7
COC(=O)C[C@H]1CC[C@@H]2[C@H](COC[C@H](O)CN2S(=O)(=O)c2ccccc2OC)O1 | 3 | 23
CC(C)NC(=O)C1(C)CCN1C(=O)C1(c2ccccc2)CC1 (stereo unspecified) | -2 | 2
CC1=C(C(=O)N(C)C)CC(CC(=O)NCCCN(C)C)C(=O)N1Cc1ccc(F)cc1 (stereo unspecified) | -2 | 17
CCCCNC(=O)C1c2ccccc2OCC(=O)N1CC(F)(F)F (stereo unspecified) | 0 | 9
Cc1nc2sccn2c(=O)c1S(=O)(=O)Nc1ccc(N2CCOCC2)cc1 | 0 | 20

Random excerpt: six entries already listed.
SMILES | SENP1 inh | SENP8 inh
CCOC(=O)[C@]12CCC=C1N(CCC1=CCCCC1)C(=O)[C@H](CC(=O)NCCCCc1ccccc1)C2 | -3 | 8
COC(=O)C[C@H]1CC[C@@H]2[C@H](COC[C@H](O)CN2S(=O)(=O)c2ccccc2OC)O1 | 3 | 23
CC1=C(C(=O)N(C)C)CC(CC(=O)NCCCN(C)C)C(=O)N1Cc1ccc(F)cc1 (stereo unspecified) | -2 | 17
CCOC(=O)[C@]12CCCC=C1N(Cc1ccccc1)C(=O)[C@H](CC(=O)NCC13CC4CC(CC(C4)C1)C3)C2 | 1 | 22
Cc1cc(Br)cn2c(Cc3ccccc3C(F)(F)F)c(C3CCCCC3)nc12 | 0 | 7
Cc1nc2sccn2c(=O)c1S(=O)(=O)Nc1ccc(N2CCOCC2)cc1 | 0 | 20

Compound activity (PubChem)
